High-throughput results deposited in PubChem by several laboratories.
rCAG RNA binder – binders of r(CAG) RNA repeats, primary screen, biochemical, fluorescence; 370,000 tested, 1.3% active; inhibition, % at 3 µM; r(CAG) RNA repeat, TO-PRO-1 dye displacement fluorescence;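 active = inhibition above the plate cutoff, the mean of all test compounds on that plate plus 3 SD, cut at about 35% in these data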;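 note: 0% = DMSO alone and 100% = 100 µM mitoxantrone as full dye displacement; higher means more dye released from RNA so lower well fluorescence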
SIAE inh – human SIAE inhibitors, primary screen, biochemical, fluorescence polarization, FP-Rh probe, 1536-well HTS | 370,000 tested, 0.69% active | inhibition, % at 9.66 µM | SIAE FP-Rh probe binding | Sialate O-acetylesterase (Homo sapiens), Q9HAT2 | AID 1053197, 2014;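 active = inhibition above a cutoff: mean of compounds within the control limits plus 3 SD of those, cut at about 17% in these data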;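 note: 0% = plate median of compound wells and 100% = probe without SIAE protein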
Target sequence (Q9HAT2 whole entry, looked up): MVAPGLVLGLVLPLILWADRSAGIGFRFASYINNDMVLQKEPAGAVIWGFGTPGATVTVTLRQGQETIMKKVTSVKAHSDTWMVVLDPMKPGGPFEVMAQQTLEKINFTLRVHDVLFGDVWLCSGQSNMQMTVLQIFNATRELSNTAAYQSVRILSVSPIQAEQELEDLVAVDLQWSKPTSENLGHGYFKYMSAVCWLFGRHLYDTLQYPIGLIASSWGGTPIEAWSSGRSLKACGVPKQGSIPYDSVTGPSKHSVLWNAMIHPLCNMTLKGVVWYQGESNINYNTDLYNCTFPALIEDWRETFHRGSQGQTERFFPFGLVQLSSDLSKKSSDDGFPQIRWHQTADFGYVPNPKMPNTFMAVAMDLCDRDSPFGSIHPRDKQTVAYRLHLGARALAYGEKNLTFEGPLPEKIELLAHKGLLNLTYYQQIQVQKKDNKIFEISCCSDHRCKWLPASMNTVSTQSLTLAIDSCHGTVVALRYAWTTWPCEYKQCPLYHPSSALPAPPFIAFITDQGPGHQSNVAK
TDP2 absorb – human TDP2 enzyme inhibitors, primary screen, biochemical, epi absorbance, recombinant enzyme; Tyrosyl-DNA phosphodiesterase 2 (Homo sapiens), O95551; T5PNP hydrolysis, p-nitrophenol absorbance 415 nm; inhibition, % at 12.8 µM; 370,000 tested, 0.34% active; AID 720702, 2013;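 active = inhibition above the mean of all tested compounds plus 3 SD, set per campaign, cut at about 25% in these data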;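 note: 0% = DMSO with enzyme and 100% = buffer with substrate but no TDP2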
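Assay system: Recombinant human TDP2 | Quantity: 120 nM TDP2 per well | Incubation: 2 h at 37 °C | Signal: Epi absorbance | Evaluation: Percent inhibition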
PRMT1 inh – PRMT1 methyltransferase inhibitors, primary screen, biochemical, fluorescence polarization. Protein arginine N-methyltransferase 1 (Homo sapiens), Q99873. recombinant PRMT1, activity-based probe fluorescence polarization. inhibition, % at 2.79 µM. 370,000 tested, 1.3% active;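 active = inhibition above about 21% made by adding two undisclosed values, limit read from the data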
Target sequence (Q99873 whole entry, looked up): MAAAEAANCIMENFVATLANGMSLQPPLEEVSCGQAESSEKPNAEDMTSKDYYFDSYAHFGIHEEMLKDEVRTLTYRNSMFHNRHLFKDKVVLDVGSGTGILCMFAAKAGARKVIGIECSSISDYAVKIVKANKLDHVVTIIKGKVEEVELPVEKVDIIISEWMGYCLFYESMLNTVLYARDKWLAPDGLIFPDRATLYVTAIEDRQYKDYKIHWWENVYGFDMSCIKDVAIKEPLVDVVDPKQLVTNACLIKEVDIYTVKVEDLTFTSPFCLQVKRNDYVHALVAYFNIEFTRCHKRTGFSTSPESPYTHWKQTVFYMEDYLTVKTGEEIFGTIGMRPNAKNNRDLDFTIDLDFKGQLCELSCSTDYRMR
PG9 Ab binder – binders of HIV-1 gp120 antibody PG9, primary screen, biochemical, TR-FRET; TR-FRET gp120-PG9 antibody binding; inhibition, % at 6.7 µM; 360,000 tested, 0.43% active; in the data active = inhibition above about 8.5%
ABHD4 inh – ABHD4 inhibitors, primary screen, biochemical, fluorescence polarization, mouse; 370,000 tested, 0.54% active; inhibition, % at 8.92 µM; (Lyso)-N-acylphosphatidylethanolamine lipase (Mus musculus), Q8VD66; purified mABHD4, FP-Rh probe fluorescence polarization;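 active = inhibition exceeding the mean over every tested compound plus 3 SD, cut at about 30% in these data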;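 note: 0% = plate median of compound wells and 100% = S159A mutant with DMSO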
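System: mouse ABHD4 enzyme, wild type / Medium: HEPES pH 7.0, NaCl, Pluronic buffer / Reagent: FP-Rh activity-based fluorescent probe / Control set: S159A mutant high control, sample median low control / Detection: fluorescence polarization with parallel and perpendicular emission, 525/598 nm / Schedule: 45 min + 60 min at 25 °C / Compound dosing: 8.92 µM, single dose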
HTRA1 inhibitor – HTRA1 serine protease inhibitors, primary screen, biochemical, fluorescence polarization, HTS | recombinant HTRA1, FP-rhodamine activity-based probe | inhibition, % at 5.96 µM | 340,000 tested, 0.5% active; in the data active = inhibition above about 36%;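 note: 0% = enzyme with DMSO and 100% = wells lacking enzyme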
Rev-erbA mod – modulators of Rev-erb alpha DNA binding, primary screen, biochemical, FITC-DNA, fluorescence polarization, uHTS. Nuclear receptor subfamily 1 group D member 1 (Homo sapiens), P20393. Rev-erbα–FITC-DNA binding, 90 min. activity, % at 10 µM. 370,000 tested, 0.79% active. AID 1259318, 2017;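 active = activity above about 14%, limit read from the data; passing the limit was not always enough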;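 note: 0% = DMSO wells with 35 nM protein and 100% = DMSO wells with 750 nM protein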
TCR CD3 inh – inhibitors of human TCR-CD3 interaction, primary screen, biochemical, fluorescence, TAMRA-labeled TCR probe; T-cell receptor (TCR); inhibition, % at 9.4 µM; 360,000 tested, 0.37% active; in the data active = inhibition above about 19%;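 note: recombinant mutant TCR 2C K166C tagged with TAMRA read by polarization; 0% = receptor in buffer alone and 100% = receptor with positive control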
LEDGF integ inh – blockers of LEDGF/p75-dependent integrase strand transfer – biochemical, TR-FRET, high throughput, primary screen; HIV-1 integrase (with human LEDGF/p75); TR-FRET IN-LEDGF/p75 DNA integration, Eu/Cy5; inhibition, % at 3.7 µM; 370,000 tested, 0.64% active; AID 743269, 2014;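 active = inhibition above the screen-wide mean plus 3 SD, cut at about 13% in these data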;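 note: signal is the Cy5 over europium emission ratio at 671 and 618 nm; 0% = plate median of compound wells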
* = called active by the depositor; x = no result given.

cpd	Molecule	rCAG RNA binder	SIAE inh	TDP2 absorb	PRMT1 inh	PG9 Ab binder	ABHD4 inh	HTRA1 inhibitor	Rev-erbA mod	TCR CD3 inh	LEDGF integ inh
1	O=C(CCCN1C(=O)C2CC=CCC2C1=O)Nc1ccccc1F (stereo not given)	-2	-1	8	0	-3.7	4	9	-6	7	4
2	CCCn1c(=O)c(C(=O)Nc2cccc(C)c2)c(O)c2ccccc21	-1	-9	7	2	0.5	3	6	-6	-13	-5
3	COc1ccc(C(=O)NCCCNC(=O)c2cnccn2)cc1	1	-9	-15	-1	-1.7	-3	5	2	4	-6
4	O=C(c1ccc(CSCc2ccccc2F)o1)N1CCN(c2ccc(N3CCOCC3)nn2)CC1	6	2	-3	5	2.3	6	0	-2	-4	-3
5	O=C1NC(=O)C2C3OC(C(Br)C3Br)C12 (stereo not given)	1	-5	-8	-5	-3.6	-11	-8	3	-5	4
6	CCN(c1ccccc1)S(=O)(=O)c1cccc(C(=O)NCC2(N(C)C)CCCCC2)c1	1	5	-4	-3	-2.0	1	7	-3	9	-1
7	O=C(NCc1ccco1)C12CC3CC(C1)CC(C(=O)NCc1ccco1)(C3)C2	-1	-7	12	2	1.3	-4	2	5	-2	-1
8	COc1ccc(S(=O)(=O)N2CCN(C(=O)c3cccc(S(=O)(=O)N4CCCC4)c3)CC2)cc1	6	0	-5	-1	-1.0	2	-3	6	0	5
9	COC(=O)c1cc2sccc2n1Cc1nc(-c2cccc(Cl)c2)oc1C	6	-7	-2	-2	-0.5	5	0	3	9	-1
10	COc1cccc(NC(=O)Nc2nc3ncccn3c2-c2ccc(C)cc2)c1	2	6	3	1	x	-1	x	-8	x	-1
11	CC(C)NC(=O)CSc1nc2ccccc2c(=O)n1CCCOC(C)C	-6	4	4	2	0.9	-1	-2	1	5	1
12	COc1cc(-c2nc3ccccc3nc2-c2ccc(O)c(OC)c2)ccc1O	1	-2	-18	6	-1.9	-6	-4	4	-6	-6
13	CCOC(=O)C1=C(N)OC2=C(C(=O)CCC2)C1c1cccnc1 (stereo not given)	-2	2	-6	-2	-1.5	4	0	3	4	-4
14	CCCCn1c(SCC(=O)NCC2CCCO2)nc2ccc(N3CCOCC3)cc2c1=O (stereo not given)	0	5	-10	5	0.5	14	6	0	-3	1
15	CCOC(=O)c1ccccc1NCN1C(=O)CSC1=O	5	1	-8	3	-2.1	3	1	0	-3	0
16	Cc1occc1C(=O)Nc1sc2c(c1C(N)=O)CCCCC2	8	-4	10	6	-1.1	-3	-4	-4	4	1
17	COc1cccc(N(CC(=O)NC2CCCC2)C(=O)CCC(=O)Nc2nccs2)c1	-8	-6	-4	2	-0.7	-2	-1	-2	-5	-5
18	Cc1ccccc1/C=C/c1cc[n+](C)cc1	2	-7	-4	5	0.0	-5	-1	-4	3	-5
19	Cc1ccc(C)c(N(C(=O)Cn2nnc(-c3cccs3)n2)C(C(=O)NC2CC2)c2ccc(C)o2)c1 (stereo not given)	-1	-1	4	1	1.5	3	0	-1	1	1
20	CS(=O)(=O)c1nc(S(=O)(=O)c2ccc(Cl)cc2)c(N2CCC3(CC2)OCCO3)s1	-2	2	9	-3	0.8	4	7	-1	0	1
21	Cc1cc(C)n(CC2CC(=O)N(c3ccc(Cl)cc3)C2=O)n1 (stereo not given)	-1	1	-11	-7	-2.3	-1	-5	0	5	-2
22	CNc1cccnc1C=NNC(N)=S	2	5	1	24*	-3.5	3	3	11	0	-3
23	COc1cc(OC)c(-c2nc3c[n+](CC(=O)c4ccccc4)ccc3n2C)cc1OC	4	6	1	-2	0.3	3	7	1	1	2
24	Cn1c(=O)c2cc(NC(=O)NCCc3cccs3)ccc2n1Cc1ccccc1	4	-1	-14	2	-1.0	5	x	-3	2	-3
25	COc1cccc(NC(=O)c2ccccc2NC(=O)c2ccncc2)c1	5	-2	2	-3	0.3	0	-24	5	-1	1
26	COc1ccc(C2CCCN2C(=O)Nc2ccc(C)c(C)c2)cc1OC (stereo not given)	1	-4	-9	-2	1.1	-5	-4	4	-4	0
27	Cc1ccc(-c2nnc(SCC(=O)CC(=O)Nc3ccccc3)n2C)cc1	16	-6	-19	8	0.1	-21	-5	2	-2	-1
28	C=CCNC(=O)N1CCCC(N2CCN(c3ccccc3OC)CC2)C1 (stereo not given)	-5	2	-6	-2	-1.5	6	0	2	-4	0
29	CC(C)(C)OC(=O)N1CCC(NC(=O)c2nc[nH]c2C(=O)N2CCN(C(=O)OC(C)(C)C)CC2)CC1	-10	3	12	0	0.6	0	-2	-4	11	-1
30	CCOC(=O)C(Cc1c[nH]c2ccccc12)NC(=O)c1ccccc1Br (stereo not given)	-2	-3	-2	3	-0.9	-3	-5	1	-2	-1

Next part:
cpd	Molecule	rCAG RNA binder	SIAE inh	TDP2 absorb	PRMT1 inh	PG9 Ab binder	ABHD4 inh	HTRA1 inhibitor	Rev-erbA mod	TCR CD3 inh	LEDGF integ inh
31	C=C(C)C(=O)Nc1cccc(C2=NOC3(C2)C[C@@H](C(N)=O)N(C(=O)CCCCC)C3)c1 (stereo not given in full)	-1	1	10	5	-1.2	7	-7	-1	-6	41*
32	COc1ccc(-c2nc3ccccc3o2)cc1NC(=O)CSc1ccc(Cl)cc1	1	1	11	1	-0.7	1	3	11	-2	0
33	COc1cc(/C=C(\C#N)C(=O)N2CCOCC2)ccc1OCc1ccccc1	-2	4	1	2	0.7	-2	2	-3	3	-5
34	COc1cc(NC(=O)c2ccc([N+](=O)[O-])o2)ccc1NC(=O)c1cccs1	-1	-1	-9	-1	0.6	-4	3	-2	0	-1
35	OCc1cccc[n+]1CCc1ccccc1	1	0	-18	3	2.2	8	x	-2	-6	-3
36	COc1ccc(N2CCN(C(=O)CCS(=O)(=O)c3ccc4c(c3)NC(=O)CO4)CC2)cc1	-2	-3	18	-1	-1.3	5	7	0	5	5
37	CC(C)Cc1c2c([nH]c(=S)c1C#N)CCCC2	4	5	-5	6	15*	8	-1	-4	8	-1
38	C/C(CC(=O)Nc1cccc(C(F)(F)F)c1)=N\NC(=O)C1CCCCC1	4	-4	7	-1	-1.1	-12	-3	-3	-3	0
39	CC1Cc2cc(/C(O)=C3/C(=O)C(=O)N(Cc4ccncc4)C3c3ccc(N(C)C)cc3)ccc2O1 (stereo not given)	7	9	15	-2	-1.9	5	11	-3	2	2
40	CCN(CC)c1ccc(C(=O)NNC(=O)c2ccc3c(=O)n4c(nc3c2)CCC4)cc1	12	-5	-17	3	-3.1	-19	-8	-3	2	-4
41	CCCOc1ccc2cc(-c3ccccn3)c(=O)oc2c1	-3	-3	-7	0	-1.3	-8	-7	-2	5	4
42	O=C(Nc1nc2ccccc2[nH]1)c1cccc([N+](=O)[O-])c1	-1	-4	5	-1	-1.5	1	-1	5	7	1
43	Cc1ccn(CCNC(=O)C2CCC(=O)N(Cc3ccc(Cl)cc3)C2)n1 (stereo not given)	-7	2	-9	-20	-0.4	7	3	-4	-6	-6
44	O=C(NCCN1CCOCC1)c1ccc2c(c1)N(Cc1ccc(F)cc1)C(=O)CS2	3	-3	-5	0	-1.6	3	1	0	1	3
45	O=C(NCc1ccccc1)C(C(=O)c1ccc(F)cc1)n1ccccc1=O (stereo not given)	3	7	3	-3	-0.3	0	-1	-1	3	-2
46	Cc1c(Cl)c([N+](=O)[O-])nn1CCCC(=O)NCCc1ccccc1	-6	-7	10	0	1.0	3	-5	-4	-3	0
47	O=C(NNC(=O)c1cc(Cl)ccc1[N+](=O)[O-])c1csc(N2CCOCC2)n1	1	5	-4	3	-1.0	-3	-4	3	-2	-5
48	Cc1ccc(N2CC(C(=O)Nc3nnc(SCCC4OCCO4)s3)CC2=O)cc1C (stereo not given)	7	7	6	3	-2.3	-1	-6	7	9	-1
49	C=CCn1c(SCCN2CCCCC2)nc2c1c(=O)[nH]c(=O)n2C	3	4	-14	-1	-0.1	-3	-9	1	-6	0
50	Cc1cc(C)n(C(=O)N(c2ccccc2)c2ccccc2)n1	-4	-6	-7	1	0.6	-2	5	3	-1	-10

Reformatted screen by screen: part of the list above.
35	OCc1cccc[n+]1CCc1ccccc1
36	COc1ccc(N2CCN(C(=O)CCS(=O)(=O)c3ccc4c(c3)NC(=O)CO4)CC2)cc1
37	CC(C)Cc1c2c([nH]c(=S)c1C#N)CCCC2
38	C/C(CC(=O)Nc1cccc(C(F)(F)F)c1)=N\NC(=O)C1CCCCC1
39	CC1Cc2cc(/C(O)=C3/C(=O)C(=O)N(Cc4ccncc4)C3c3ccc(N(C)C)cc3)ccc2O1 (stereo not given)
40	CCN(CC)c1ccc(C(=O)NNC(=O)c2ccc3c(=O)n4c(nc3c2)CCC4)cc1
entry no. | 35 | 36 | 37 | 38 | 39 | 40
rCAG RNA binder | 1 | -2 | 4 | 4 | 7 | 12
SIAE inh | 0 | -3 | 5 | -4 | 9 | -5
TDP2 absorb | -18 | 18 | -5 | 7 | 15 | -17
PRMT1 inh | 3 | -1 | 6 | -1 | -2 | 3
PG9 Ab binder | 2.2 | -1.3 | 15* | -1.1 | -1.9 | -3.1
ABHD4 inh | 8 | 5 | 8 | -12 | 5 | -19
HTRA1 inhibitor | x | 7 | -1 | -3 | 11 | -8
Rev-erbA mod | -2 | 0 | -4 | -3 | -3 | -3
TCR CD3 inh | -6 | 5 | 8 | -3 | 2 | 2
LEDGF integ inh | -3 | 5 | -1 | 0 | 2 | -4

Some of the compounds tested, so the mix of outcomes need not match the whole.
